AmpC inh no detg – blocks E. coli AmpC beta-lactamase in detergent-free assay. P00811. AmpC nitrocefin hydrolysis, absorbance 480 nm, 0.0001% Triton. Potency, µM (highest dose often 57.1 µM), for the others: at the top dose activity change, negative = inhibition, usual class: inhibitors. 0.52% of 330,000 active. AID 485341;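 note: potency is the fitted concentration of half-maximal effect; plate controls were no compound for no effect and no enzyme for full effect; nearly all actives have a fitted effect of over 20% in size; some results filed as inactive show a strong effect at the top dose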
Target sequence (P00811 whole entry, looked up): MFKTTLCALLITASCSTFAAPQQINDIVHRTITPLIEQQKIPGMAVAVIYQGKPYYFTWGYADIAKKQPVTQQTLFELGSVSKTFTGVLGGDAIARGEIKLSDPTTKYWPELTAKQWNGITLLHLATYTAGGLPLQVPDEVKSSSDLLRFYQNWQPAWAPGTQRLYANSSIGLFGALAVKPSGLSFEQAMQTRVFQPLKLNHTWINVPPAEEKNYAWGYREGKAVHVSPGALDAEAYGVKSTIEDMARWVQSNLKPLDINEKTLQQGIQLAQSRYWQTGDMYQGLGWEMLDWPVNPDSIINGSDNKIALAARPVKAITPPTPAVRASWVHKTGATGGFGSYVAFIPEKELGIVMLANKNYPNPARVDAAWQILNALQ
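20 mM phosphate pH 7.0 + 0.01% (detergent screen) or 0.0001% Triton X-100; 5.3 nM AmpC reagent; cpd preinc 15 min RT; nitrocefin (800 uM stock) to start; A480 q20 s × 4 min; Activity was normalised to no-enzyme and no-compound control wells.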
Tb PYK inh – inhibitors of Trypanosoma brucei pyruvate kinase | Q57TT1 | TbPYK enzyme, Kinase-Glo Plus ATP luminescence, 45 min | Potency, µM (doses to about 76.8 µM), without a hit: at the top dose activity, negative = inhibition, hits mostly inhibitors | 0.12% of 410,000 active; note: potency is the fitted concentration of half-maximal effect; nearly all actives have a fitted effect of over 50% in size
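Readout: single end-point luminescence (Kinase-Glo Plus, 10 min). Reaction conditions were TbPYK/substrate plus 130 uM ADP, 45 min at RT, pH 7.2 TEA buffer. No-enzyme wells served as controls, and data were normalized before concentration-response fitting.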
Sm TGR block – S. mansoni TGR enzyme inhibition. Q962Y6. purified TGR, DTNB reduction, TNB absorbance 405 nm. 3% of 360,000 active. Potency, µM (doses to about 114 µM), inactives show at the highest dose activity change, negative = inhibition, most hits filed as inhibitors. AID 485364; note: potency is the fitted concentration of half-maximal effect; nearly all actives have a fitted effect of over 60% in size
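Kinetic colorimetric format: TGR-catalysed, NADPH-driven DTNB reduction monitored via TNB absorbance. Enzyme dispensed at 20 nM; compound exposure 15 min at room temperature before reaction start.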
AmpC inh detg – inhibitors of E. coli AmpC beta-lactamase with detergent; 0.041% of 370,000 active; Potency, µM (doses to about 114 µM), for inactives: at the top dose activity change, negative = inhibition, actives largely listed as inhibitors; P00811; AID 485294; AmpC hydrolysis of nitrocefin, absorbance 480 nm, 0.01% Triton;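 note: potency is the fitted concentration of half-maximal effect; 0% = no-compound wells and -100% = no-enzyme wells; nearly all actives have a fitted effect of over 25% in size; some results filed as inactive show a strong effect at the top dose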
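AmpC (5.3 nM in the dispensed reagent) in 20 mM phosphate pH 7.0 with 0.01% (detergent screen) or 0.0001% Triton X-100 was preincubated with compounds for 15 min at room temperature. Nitrocefin was then added from an 800 uM solution, and hydrolysis was followed at 480 nm.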
LmPK inhibitor – blocks Leishmania mexicana pyruvate kinase activity. Q27686. purified LmPK, Kinase-Glo ATP luminescence, 1 h. 0.37% of 290,000 active. Potency, µM (titrated, usually from 57.5 µM), inactives show at the highest dose activity change, negative = inhibition, usual class: inhibitors; note: potency is the fitted concentration of half-maximal effect
Target sequence (Q27686 whole entry, looked up): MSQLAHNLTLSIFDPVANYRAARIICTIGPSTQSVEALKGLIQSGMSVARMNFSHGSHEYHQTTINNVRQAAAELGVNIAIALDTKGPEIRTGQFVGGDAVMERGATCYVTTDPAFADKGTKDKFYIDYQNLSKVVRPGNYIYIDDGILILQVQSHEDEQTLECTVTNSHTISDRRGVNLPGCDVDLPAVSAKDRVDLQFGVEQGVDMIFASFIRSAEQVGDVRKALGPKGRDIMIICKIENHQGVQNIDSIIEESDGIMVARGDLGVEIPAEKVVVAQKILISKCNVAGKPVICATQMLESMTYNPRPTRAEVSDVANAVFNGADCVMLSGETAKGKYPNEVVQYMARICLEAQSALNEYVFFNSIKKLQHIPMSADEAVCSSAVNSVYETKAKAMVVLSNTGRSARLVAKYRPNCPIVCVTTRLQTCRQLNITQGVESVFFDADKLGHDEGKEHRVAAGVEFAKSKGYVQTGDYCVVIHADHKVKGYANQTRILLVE
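Purified LmPK (0.1 nM) converted ADP (0.1 mM) to ATP with PEP (0.5 mM) in imidazole buffer pH 7.2 with KCl and MgCl2, 1 h at room temperature. ATP was read by Kinase-Glo luminescence; data normalized to uninhibited and no-enzyme controls.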
AMA1-RON2 inh – AMA1-RON2 (P. falciparum) interaction inhibition; AlphaScreen AMA1-biotinylated RON2 peptide binding; Potency, µM (doses to about 58.2 µM), inactives show top-dose activity change, negative = inhibition, most hits filed as inhibitors; 0.2% of 360,000 active;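 note: potency is the fitted concentration of half-maximal effect; 0% = vehicle wells and -100% = peptide control; nearly all actives have a fitted effect of over 45% in size; some results filed as inactive show a strong effect at the top dose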
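AMA1 (3D7) with his tag at 25 nM final met compounds first, then biotinylated RON2 peptide at 25 nM; detection used donor plus acceptor beads, 10 µg/mL apiece, read by AlphaScreen after 30 min at room temperature.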
HCMV inh – human cytomegalovirus inhibition | HFF cells, HCMV-luciferase reporter, 72 h; hits give low values | activity change, negative = inhibition, % at 57.5 µM | 4.5% of 410,000 active | AID 1259415; in the data active = activity change below about -60%; inconclusive = no clear call, values can overlap the other calls; inactive = above about -39%
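Compounds were evaluated in HFFs infected with an HCMV luciferase reporter virus (MOI 1 PFU/cell). Luciferase in lysates collected 72 h post infection served as the replication measure.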
The depositor's hits bear a star; ? = inconclusive; nt = no result given; [ ] = dose if it differs, or a comment. Unless noted, calls come from the whole dose curve; as a rule, active = well fitted curve in the direction sought with a large enough effect; inconclusive = small, poorly fitted or top-dose-only effect, or another doubt; inactive = no such curve, though single readings can be large; an effect the other way counts as inactive or inconclusive. Unless noted, % is set by controls: 0 for no effect and ±100 for the full control effect.

The line under a structure holds: AmpC inh detg | AmpC inh no detg | HCMV inh | Sm TGR block | AMA1-RON2 inh | Tb PYK inh | LmPK inhibitor
> CCOC(=O)CSc1nc2nc(C)cc(C)n2n1
 : ? | 10µM* | -26 | -1% | 2% | -4% | 3%
> CN(C)S(=O)(=O)c1ccc(NC(=O)CN2CCCc3ccccc32)cc1
 : -3% | -27% | 93 | -35% | ? | 0% | 3%
> Cc1cc(S(N)(=O)=O)c(N)c(S(N)(=O)=O)c1
 : -3% | -8% | -16 | -2% | 6% | 6% | -3%
> CCC(=O)N1CCC1(C)C(=O)Nc1ccc2c(c1)OCO2 (stereo not given)
 : nt | nt | 1 | nt | 8% | -2% | nt
> CN(CC(=O)Nc1c(Cl)cccc1Cl)C(=O)c1ccc(NS(=O)(=O)c2ccc3[nH]c(=O)[nH]c3c2)cc1
 : nt | nt | -9 | nt | 5% | -6% | nt
> O=C(CNC(=O)c1nc[nH]c1C(=O)N1CCNCC1)OCc1ccccc1
 : ? | -16% | 8 | 0% | 12% | -1% | nt
> CCN1CCCC1CNC1=NCCCCC1 (stereo not given)
 : -7% | -5% | -10 | -27% | -7% | -2% | -2%
> O=C(c1cccc(F)c1)N1CCC(c2nc3ccccc3s2)CC1
 : -2% | 10% | -24 | 0% | -2% | 2% | 2%
> Cc1cc(C(=O)Cn2cc(C(F)(F)F)ccc2=O)c(C)n1CC1CCCO1 (stereo not given)
 : 3% | 15% | -16 | 22% | 0% | 0% | nt
> O=C(O)c1ccc2c(c1)C(=O)N([C@H](Cc1cccc3ccccc13)C(=O)O)C2=O
 : ? | -13% | 10 | 5% | nt | 6% | nt
> O=C(O)c1ccc(NS(=O)(=O)c2ccc(Cl)cc2)cc1
 : 16% | nt | 26 | 6% | -4% | 3% | 5%
> Cc1ccc(NS(=O)(=O)c2sc3ccc(Cl)cc3c2C)cc1
 : 7% | -21% | ? | 0% | 3% | -2% | -8%
> Oc1ccccc1/C=N/n1c(-c2ccccc2)n[nH]c1=S
 : -22% | -37% | -9 | -24% | 77%[activator] | ? | -11%
> CCOC(=O)C1NN=C(C(=O)c2ccc(C)cc2)C1c1ccc(C)cc1 (stereo not given)
 : -4% | -5% | -29 | 1% | -15% | -7% | -4%
> CCCCNC(=O)CSc1nc(O)cc(=O)n1C1CCCC1
 : -12% | 77%[activator] | -19 | 0% | 15% | 0% | 11%

5 entries picked at random from the list so far:
The line under a structure holds: AmpC inh detg | AmpC inh no detg | HCMV inh | Sm TGR block | AMA1-RON2 inh | Tb PYK inh | LmPK inhibitor
> CCOC(=O)C1NN=C(C(=O)c2ccc(C)cc2)C1c1ccc(C)cc1 (stereo not given)
 : -4% | -5% | -29 | 1% | -15% | -7% | -4%
> O=C(O)c1ccc2c(c1)C(=O)N([C@H](Cc1cccc3ccccc13)C(=O)O)C2=O
 : ? | -13% | 10 | 5% | nt | 6% | nt
> CN(C)S(=O)(=O)c1ccc(NC(=O)CN2CCCc3ccccc32)cc1
 : -3% | -27% | 93 | -35% | ? | 0% | 3%
> O=C(O)c1ccc(NS(=O)(=O)c2ccc(Cl)cc2)cc1
 : 16% | nt | 26 | 6% | -4% | 3% | 5%
> CCN1CCCC1CNC1=NCCCCC1 (stereo not given)
 : -7% | -5% | -10 | -27% | -7% | -2% | -2%

Further entries follow:
The line under a structure holds: AmpC inh detg | AmpC inh no detg | HCMV inh | Sm TGR block | AMA1-RON2 inh | Tb PYK inh | LmPK inhibitor
> c1ccc(CCNc2ncnc3c2cnn3-c2ccccc2)cc1
 : 1% | -26% | 80 | -6% | 12% | -13% | -3%
> CC(C)Cn1c(=O)c2ccccc2n2c(-c3ccc(Br)cc3)nnc12
 : 23% | nt | -1 | 1% | nt | -1% | nt
> COc1cc2nc(-c3cccs3)oc(=O)c2cc1OC
 : nt | nt | -27 | nt | -2% | -1% | nt
> COc1ccc(-c2ccc(OC)c(OC)c2OC)cc1
 : nt | nt | 8 | nt | 30% | 0% | nt
> Cc1ccc(-c2nn(-c3ccccc3)c3[nH]c(=O)c(CNCc4ccccc4)cc23)cc1
 : -5% | 18% | -26 | -7% | 67%[activator] | 0% | -3%
> O=C(Nc1ccn(CCCN2CCC(N3CCOCC3)CC2)c(=O)n1)OCc1ccccc1
 : nt | nt | 2 | nt | -2% | 4% | nt
> O=C(OCc1c(F)cccc1Cl)c1cccnc1Cl
 : 5% | -10% | -37 | 8% | 52%[activator] | -2% | -4%
> CCc1nnc2n1N=C(c1ccc(Br)cc1)CS2
 : 0% | 8% | 24 | -20% | -10% | -4% | 7%
> O=C1C(=O)N(CC2COc3ccccc3O2)c2ccccc21 (stereo not given)
 : -2% | -25% | -62* | 6% | -10% | -8% | -5%
> O=C1c2cccnc2C(=O)N1CO
 : -8% | -5% | -32 | ? | 17% | 1% | -7%
> COc1ccc(N2C(=O)C(Cl)=C(N3CCN(Cc4ccccc4)CC3)C2=O)cc1
 : -11% | 9% | 36 | -2% | -30% | -6% | 5%
> CCCCOC(=O)Nc1ccc(N(C)C)cc1
 : -2% | -19% | 182 | -6% | ? | -25% | -10%
> O=C(Nc1cccc(C(=O)N2CCOCC2)c1)c1ccccc1Br
 : -1% | -16% | -12 | 1% | 8% | 4% | -8%
> CSc1ncc(C(=O)Nc2ccc(C)c(Cl)c2)c(-c2ccccc2)n1
 : -3% | nt | ? | -16% | nt | -1% | nt
> CCOC(=O)/C=C1\SCC(=O)N1CCOc1cccc(Br)c1
 : -6% | 18% | -26 | -8% | 14% | 5% | 18%
> CCOC(=O)c1ccc(N=Nc2c(C)[nH]n(-c3ccccc3)c2=O)cc1
 : ? | -16% | 31 | 0% | -5% | 0% | 0%
> Cn1cc(C(=O)NC2CCCCCCC2)c(=O)c2cc(S(=O)(=O)N3CCCC3)ccc21
 : -7% | -14% | -24 | 1% | -2% | 6% | 1%
> CCCNC(=O)c1ccc(-c2nn(C)c(=O)c3ccccc23)cc1
 : 10% | -5% | 47 | -2% | -2% | 1% | 2%
> COc1ccc(C(=O)Cn2ccsc2=NC(C)=O)cc1
 : 4% | -17% | 5 | 20% | 1% | 4% | -3%
> CC[C@]1(C(=O)OC)[C@H]2C(=O)N(Cc3ccccc3)C(=O)[C@H]2[C@H]2CN=C(SCc3ccc(C(=O)OC)cc3)N21
 : nt | 65%[activator] | -6 | nt | -16% | -4% | nt
> Brc1cccc(OCCN2CCCCC2)c1
 : 4% | -10% | 36 | 4% | 13% | 1% | -3%
> CCS(=O)(=O)NC(=O)C1(C)CCN1C(=O)C1(c2ccc(Cl)cc2)CC1 (stereo not given)
 : nt | nt | 5 | nt | -1% | -1% | nt
> C=CCn1c(=N)c(C(=O)NCCCOC)cc2c(=O)n3ccccc3nc21
 : -14% | -14% | 35 | 11% | -9% | -1% | -1%
> COc1cc(NC(=O)N2CCC3(CC2)Nc2cc(F)ccc2-n2cccc23)cc(OC)c1OC
 : 22% | nt | 10 | 4% | nt | -3% | nt
> CCc1ccccc1N1C(=O)CC(Sc2nccc(C)n2)C1=O (stereo not given)
 : -6% | -6% | 19 | 40µM* | 3% | 5% | -3%
> COc1ccc(NC(=O)CN(C)C(=O)c2sc3cc(Cl)ccc3c2Cl)cc1
 : -14% | 5% | ? | ? | 1% | -2% | nt
> CCC(=O)NNC(=O)CCC(=O)Nc1cccc(Cl)c1C
 : -9% | -3% | -20 | 9% | 75%[activator] | 1% | 5%
> CCOc1cc(/C=N\NC(=O)c2ccc(C)nc2)ccc1OC(=O)c1ccc(F)cc1
 : 7% | 7% | ? | 3% | -5% | 3% | 12%
> Cc1cccc(-c2cc(C(=O)Nc3c(C)n(C)n(-c4ccccc4)c3=O)c3ccccc3n2)c1
 : -10% | 144%[activator] | -7 | -4% | -11% | -11% | 4%
> O=C(CSc1n[nH]c(-c2ccccc2Cl)n1)NCc1cccc(C(=O)O)c1
 : 4% | -20% | -30 | 4% | 6% | -13% | 1%
> CCO[C@@H]1OC(C(=O)N2CCN(Cc3ccc4c(c3)OCO4)CC2)=C[C@H](c2csc3ccccc23)[C@H]1CCCO
 : 1% | 228%[activator] | nt | 5% | -29% | -7% | 7%
> COc1cccc(C(O)c2cnc(C(C)C)n2C)c1 (stereo not given)
 : 2% | -8% | 18 | 0% | -4% | 0% | 1%
> CCOC(=O)C1=C(C)OC(N)=C(C#N)C1c1c(C)nn(-c2ccc(C)cc2)c1Cl (stereo not given)
 : ? | 23% | nt | -1% | nt | nt | 0%
> CN(C)c1ccc(NC(=O)COC(=O)Cn2nnc3ccccc32)cc1
 : -1% | -17% | -20 | 2% | -16% | -6% | -1%
> CCc1ccc(OCC(=O)OCC(=O)c2c(N)n(C)c(=O)n(C)c2=O)cc1
 : ? | -11% | -68* | 8% | 24% | -3% | 3%
> CC1(C(=O)Nc2nccs2)Cc2ccccc2C(=O)O1 (stereo not given)
 : -3% | -32% | -7 | 4% | 5% | 0% | 2%
> CCOc1ccc(C(=O)NCC(c2cccs2)S(=O)(=O)c2ccccc2)cc1 (stereo not given)
 : 0% | nt | 8 | -19% | nt | -1% | nt
> CCOC(=O)N1CCN(c2nc(-c3cccs3)cc(C(F)(F)F)n2)CC1
 : 3% | -22% | -22 | 12% | 0% | -3% | 1%
> Cc1ccc(NS(=O)(=O)c2cccc(C(=O)NNC(=O)NC3CCCCC3)c2)c(C)c1
 : 8% | -5% | 3 | -2% | 37%[activator] | -1% | 0%
> Cc1cccc(N2CCN(C(=O)CCCCn3c(=O)[nH]c4ccsc4c3=O)CC2)c1C
 : -7% | nt | -33 | -3% | nt | 0% | nt
> CCOc1ccc(/C=C2\CCC(C3CCCC3)C2=O)cc1 (stereo not given)
 : 1% | -5% | 35 | 8% | -1% | -9% | -10%
> CCOC(=O)C1(Cc2ccc(OC)cc2)CCN(C(=O)CC2CCC(=O)N2)CC1 (stereo not given)
 : 1% | 36% | -14 | 5% | 1% | 1% | 3%
> CC(C)(C)NC(=O)c1ccc(C(=O)NC(C)(C)C)cc1
 : -5% | -11% | nt | 12% | -1% | 7% | 4%

Part of the list above, showing only AmpC inh no detg, Sm TGR block and Tb PYK inh.
| structure | AmpC inh no detg | Sm TGR block | Tb PYK inh |
| --- | --- | --- | --- |
| CCc1ccc(OCC(=O)OCC(=O)c2c(N)n(C)c(=O)n(C)c2=O)cc1 | -11% | 8% | -3% |
| CC1(C(=O)Nc2nccs2)Cc2ccccc2C(=O)O1 (stereo not given) | -32% | 4% | 0% |

Assay outcomes (PubChem BioAssay)
